Screening data from PubChem.
Texas Red fluor – Texas Red region autofluorescence | AID 587 | max dye-equivalent concentration, M | Compound fluorescence, Texas Red channel, 547/618 nm; stronger effect = higher value | 59,000 compounds, 0.06% hits; in the data active = max dye-equivalent concentration above about 10 nM; inconclusive = between about 1.1 nM and that limit
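Compound titrations in 100 mM Tris pH 8.0 were incubated 15 min at room temperature and read at 547 nm excitation / 618 nm emission. Texas Red six-point standard curve on each plate converted fluorescence to dye-equivalent concentration.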
CRE-bla Fsk – modulators of forskolin-stimulated CRE signaling in CHO cells. Potency, µM (top dose mostly 38.2 µM), without a hit: top-dose activity change, negative = inhibition, most hits filed as activators. CHO CRE-bla reporter (cAMP response element driving beta-lactamase), forskolin EC10, beta-lactamase ratio. 71,000 compounds, 2.5% hits; active = well fitted activation curve with a large enough effect in the signal ratio, with a control signal flat, not every such curve was filed as active; inconclusive = small, poorly fitted or top-dose-only effect, or effect the other way, or a change in a side signal; the % refers to the signal ratio; also: potency is read from the fitted curve at half-maximal effect; % of control where 0% means no effect
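Titrated compounds plus EC10 NKH 477 on CHO CRE-bla cells, 3 h, 37 °C. CCF4, 2 h RT. Ratio 460/530 nm → AC50.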
ERK AVP inh – vasopressin-driven ERK pathway inhibition | HEK293-V1b, vasopressin-stimulated pERK AlphaScreen | Potency, µM (titrated, usually from 57.5 µM), inactives show at the top dose activity, negative = inhibition, hits mostly inhibitors | 72,000 compounds, 0.99% hits | AID 995; also: potency is read from the fitted curve at half-maximal effect; % is scaled to controls: 0 for no effect and ±100 for the full control effect; nearly all actives have a fitted effect of over 55% in size
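Overnight-seeded V1b-HEK293 cells in 1% FBS got compound, then vasopressin (25 nM final, 5 min, 37C), then lysis buffer. AlphaScreen detection of phospho-ERK; activity normalized to basal and full-stimulation controls.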
4MU fluor – compounds fluorescent in 4-MU spectral region. compound autofluorescence, 340/450 nm, 4-MU equivalents; stronger effect = higher value. max dye-equivalent concentration, M. 59,000 compounds, 11% hits. AID 589; in the data active = max dye-equivalent concentration above about 10 nM; inconclusive = mostly about 1.1 nM to 9.6 nM
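Intrinsic fluorescence at 340/450 nm (ex/em) was read after 15 min at room temperature in pH 8.0, 100 mM Tris. Each compound concentration expressed as 4-MU-equivalent concentration from a six-point 4-MU standard series on each plate.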
Hsp90 Hop PPI – changes Hsp90-Hop TPR2A binding signal, up or down; AlphaScreen TPR2A-His6 binding biotin-Hsp90 C-terminal peptide; Potency, µM (doses to about 57 µM), for inactives: top-dose activity change, negative = inhibition; 71,000 compounds, 0.44% hits; AID 595; active = well fitted curve in either direction with a large enough effect; inconclusive = small, poorly fitted or top-dose-only effect, or another doubt; also: potency is read from the fitted curve at half-maximal effect; % is scaled to controls: 0 for no effect and ±100 for the full control effect; many of its hits are not listed in these tables
HBB splice mod – alters splicing of the hemoglobin beta chain | HBB splicing reporter cell assay, activation; EGFP reporter with mutant IVS2-654 intron; response scale: normalised to 500 nM splice-correcting PNA | Potency, µM (doses to about 46.1 µM), for inactives: at the top dose activation, hits mostly activators | 65,000 compounds, 0.06% hits; also: potency is read from the fitted curve at half-maximal effect; 0% is about no effect
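Compounds were applied for 2 days to HeLa EGFP-654 cells, 500/well in Optimem with 2% FCS. The reporter's EGFP is disrupted by mis-splicing of beta-globin intron IVS2-654. Readout: summed well GFP fluorescence from 488 nm laser scanning; reference was 500 nM antisense […] 654 PNA.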
Fluorescein fluor – compound autofluorescence in fluorescein spectral region; max fluorescein-equivalent concentration, M; Compound autofluorescence, 480/540 nm, fluorescein-equivalent; stronger effect = higher value; AID 593; 59,000 compounds, 0.91% hits; in the data active = max fluorescein-equivalent concentration above about 10 nM; inconclusive = between about 1.1 nM and that limit
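Spectral profiling of library compounds in the fluorescein window (480 nm excitation, 540 nm emission) after 15 min at room temperature in pH 8.0 Tris (100 mM). Values are dye-equivalent concentrations.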
GFP derepression – epigenetic modulators derepressing GFP locus in mouse cells; 68,000 compounds, 0.09% hits; AID 597; mouse C127i GFP locus derepression, cytometry, 30 h; Potency, µM (titrated, usually from 46.1 µM), without a hit: top-dose GFP derepression (activation); also: % of control where 0% means no effect
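Murine C127i mammary cells carrying a silenced, stably integrated CMV-driven GFP reporter were treated with compound for 30 hours at 37 C. After PBS washes, GFP-positive cells were counted by laser-scanning microplate cytometry.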
FLuc inh – firefly luciferase inhibition. 72,000 compounds, 2.2% hits. purified firefly luciferase, luminescence, 8 min. Potency, µM (highest dose often 57.1 µM), inactives show at the top dose activity change, negative = inhibition, actives largely listed as inhibitors. AID 411; also: potency is read from the fitted curve at half-maximal effect; % is scaled to controls: 0 for no effect and ±100 for the full control effect; nearly all actives have a fitted effect of over 40% in size
Target sequence (P08659 whole entry, looked up): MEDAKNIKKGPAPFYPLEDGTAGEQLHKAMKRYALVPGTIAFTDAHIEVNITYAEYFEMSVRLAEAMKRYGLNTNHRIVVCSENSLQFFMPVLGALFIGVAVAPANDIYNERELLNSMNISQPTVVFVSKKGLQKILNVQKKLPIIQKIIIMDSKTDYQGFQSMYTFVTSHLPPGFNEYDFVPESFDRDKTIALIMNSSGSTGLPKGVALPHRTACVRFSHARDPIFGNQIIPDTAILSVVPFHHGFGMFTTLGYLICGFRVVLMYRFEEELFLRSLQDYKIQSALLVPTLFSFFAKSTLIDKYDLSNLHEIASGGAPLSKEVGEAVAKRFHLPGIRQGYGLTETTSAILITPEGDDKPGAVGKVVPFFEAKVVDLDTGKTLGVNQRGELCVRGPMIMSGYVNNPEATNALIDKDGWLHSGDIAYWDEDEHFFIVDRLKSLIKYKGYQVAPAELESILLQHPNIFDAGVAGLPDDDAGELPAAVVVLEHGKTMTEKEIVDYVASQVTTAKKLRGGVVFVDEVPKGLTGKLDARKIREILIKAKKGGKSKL
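Substrate buffer containing 10 uM ATP (pH 7.2 imidazole, Mg2+, KCl, detergent, BSA) is dispensed, compound pinned in, then luciferase/luciferin detector mix added. After 8 min at ambient temperature, light output is measured.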
UbGFP stabilizer – ubiquitin-GFP accumulation via proteasome inhibition; Ubiquitin-GFP reporter cells, proteasome inhibition, GFP fluorescence; response scale: untreated = 0%, 10 µM MG-132 = 100%; Potency, µM (top dose mostly 45.9 µM), for inactives: top-dose activation (GFP accumulation), actives largely listed as activators; 67,000 tested, under 10 active; AID 526; active = well fitted activation curve with a large enough effect, not every such curve was filed as active; inconclusive = small, poorly fitted or top-dose-only effect, or another doubt; inactive = no such curve, though single readings can be large or run the other way; also: potency is read from the fitted curve at half-maximal effect
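Proteasome blockade was scored as a rise in GFP-expressing U2OS cells carrying a ubiquitin(G76V)-GFP construct, imaged after 4 hr compound treatment at 37 °C across a 46 uM–2.9 nM series.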
A350 autofl – compounds fluorescent in Alexa 350 spectral region; Compound autofluorescence, 340/450 nm, Alexa 350 dye-equivalents; stronger effect = higher value; max dye-equivalent concentration, M; 59,000 compounds, 11% hits; AID 590; in the data active = max dye-equivalent concentration above about 10 nM; inconclusive = mostly about 1.1 nM to 9.6 nM
The depositor's hits bear a star; i = inactive; ? = inconclusive; . = not tested or not shown; [ ] = another dose, or the depositor's remark. Unless noted, calls follow the shape of the dose curve; as a rule, active = well fitted curve in the direction sought with a large enough effect; inconclusive = small, poorly fitted or top-dose-only effect, or another doubt; inactive = no such curve, though single readings can be large; an effect the other way counts as inactive or inconclusive. These rows are one share of the data. The share of hits here may be higher or lower than overall.

compound,Texas Red fluor,CRE-bla Fsk,ERK AVP inh,4MU fluor,Hsp90 Hop PPI,HBB splice mod,Fluorescein fluor,GFP derepression,FLuc inh,UbGFP stabilizer,A350 autofl
CCOc1cc(C2C(C#N)=C(N)OC(C)=C2C(C)=O)cc(Br)c1O (stereo unspecified),i,-19%,-13%,i,-4%,2.6%,1.9e-07M*,4%,-2%,5%,i
COc1ccc(NC(=O)N2CC3(CCN(C(=O)c4ccncc4)CC3)C2)cc1,i,-5%,-9%,i,0%,2.4%,i,2%[9.22 µM],-3%[11.4 µM],-6%,i
Cc1ccc(N=Nc2c(O)c(S(=O)(=O)O)cc3cc(S(=O)(=O)O)ccc23)c(C)c1,?,4%[7.6 µM],-6%[11.5 µM],i,-24%[11 µM],3.9%[9.22 µM],?,0%[9.22 µM],-18%[11.4 µM],-6%[9.17 µM],i
CNC(=O)CSCc1c(Cl)cccc1Cl,i,-9%,-3%,i,-2%,1.9%,i,0%,-5%,1%,i
Cc1cc(N2C(=O)C(O)=C(C(=O)c3ccc(C)o3)C2c2cccs2)no1 (stereo unspecified),i,9%,37%[activator],i,?,-3.2%[57.5 µM],i,2%,1%,0%,?
O=C(CN1CCCC1)Nc1ccc(-c2nc3cc(NC(=O)CN4CCCC4)ccc3o2)cc1,i,-1%,1%,2e-08M*,-3%,1.6%,i,2%,-3%,7%,2.1e-08M*
COP(=O)(/C=C/c1ccccc1)C(O)c1ccc(F)cc1 (stereo unspecified),i,?,34%,i,?,1.3%[1.84 µM],i,0%,4%,7%,?
Cc1ccccc1NS(=O)(=O)c1ccc(OCC(=O)NCc2ccco2)cc1,?,23%,6%,i,-1%,1.7%,?,0%,0%,10%,i
O=C(O)CSc1nnc(-c2ccco2)o1,i,-5%,-10%,i,1%,-0.5%[57.5 µM],?,-3%,-1%,0%,i
CCNc1cc2oc(=O)c(CN3CCOCC3)c(C)c2cc1C,.,?,-16%,.,-7%[11 µM],4.0%[0.0738 µM],.,0%,-1%,-16%[9.17 µM],.
COc1ccc(OC)c(C2C3=C(CCCC3=O)Nc3nc4ccccc4n32)c1 (stereo unspecified),i,?,33%[activator],3.4e-08M*,6%,-3.3%,i,2%,1%,-10%,3.3e-08M*
CCN1CCN(C(=O)c2cn(CC)c3ccc(S(=O)(=O)N(C)C)cc3c2=O)CC1,.,-4%,-4%,.,-4%[2.3 µM],0.4%,.,.,1%,-3%,.
CC(OC(=O)c1ccncc1)C(=O)Nc1cccc(Cl)c1 (stereo unspecified),?,-5%,5%,i,-1%,0.1%[57.5 µM],i,6%,0%,6%,i
CCN1C(=O)N(CC)C(O)(c2ccccc2)C1(O)c1ccccc1 (stereo unspecified),.,1%,-23%,.,-5%,-1.3%,.,-3%,2%,-2%,.
CNc1oc(Cc2ccccc2)nc1S(=O)(=O)c1ccc(Cl)cc1,i,-6%,-5%,i,2%,-0.3%[57.5 µM],i,2%,1%,1%,i
CCOC(=O)C(/C(N)=N/C(=O)Nc1ccccc1)=C(\C)O,i,3%,?,i,-2%,-0.8%,i,4%,13µM*,0%,i
CCOc1ccccc1OCCn1nnc2ccccc21,?,?,-24%,i,-4%,-0.2%,i,-6%,0%,0%,i
CCn1ccc(C(=O)Nc2ccc(Cl)cn2)n1,.,-12%,.,.,0%,-0.4%,.,.,?,3%,.
O=C(COc1ccc(S(=O)(=O)N2CCOCC2)cc1)Nc1ccc(Cl)c(C(F)(F)F)c1,i,?,-25%,?,4%,-2.2%,?,0%,-1%,12%,?
COc1cccc(N=C2SC(C(=O)Nc3ccccc3F)CC(=O)N2C)c1 (stereo unspecified),i,2%,1%,i,1%,.,i,0%,4%,1%,i
CC(C)C(OC(=O)CN1C(=O)COc2ccccc21)C(=O)NC1CCCC1 (stereo unspecified),i,?,-17%,i,3%,.,i,2%,-4%,3%,i
CCN(CC)CCOC(=O)c1c(C)oc2ccc(O)cc12,?,-5%,-16%,i,-3%,1.6%[1.84 µM],i,0%,2%,6%,i
O=C(OCc1ccccc1)C1CCCN1C(=O)c1cccs1 (stereo unspecified),i,?,-1%,i,-4%,-4.4%,?,0%,1%,-1%,i
Cc1cccc2cc(C(c3nnnn3CC3CCCO3)N3CCc4ccccc4C3)c(=O)[nH]c12 (stereo unspecified),?,-1%,-4%,?,-1%,-0.3%[57.5 µM],i,1%,0%,-2%,?
O=C(c1ccccc1F)N1CCc2ccccc21,?,-11%,-20%,i,0%,2.1%[57.5 µM],i,-2%,1%,-2%,i

compound,Texas Red fluor,CRE-bla Fsk,ERK AVP inh,4MU fluor,Hsp90 Hop PPI,HBB splice mod,Fluorescein fluor,GFP derepression,FLuc inh,UbGFP stabilizer,A350 autofl
O=C(CSc1nc2nc[nH]c2c(=O)[nH]1)NC1CCCCC1,i,?,-23%,?,-7%,0.6%,?,-3%,1%,-5%,?
Cc1cc(NC(=O)c2ccc(NC(=O)C(C)Oc3ccccc3)cc2)no1 (stereo unspecified),?,-7%,-14%,i,-3%,-1.7%,?,0%,1%,-8%,i
COc1cc(N2CCCC2)c(OC)cc1/C=c1/sc2nc3ccccc3n2c1=O,i,.,.,i,.,.,?,-4%[20.6 µM],-8%[25.5 µM],.,i
O=C(Nc1ccccc1)[C@@]12C[C@@H]1/C(=N/O)c1ccccc1O2,.,?,-18%,.,-1%,.,.,-1%,0%,9%,.
O=C(C1CCC1)N1CCc2cc(S(=O)(=O)Nc3ccc4c(c3)OCCO4)ccc21,?,23%,11%,i,-5%,5.2%,i,-1%,2%,-15%,i
CC(=O)Nc1nc2c(c3c1c(=O)oc1ccccc13)CC(C)CC2 (stereo unspecified),i,?,-12%,2.3e-07M*,1%,1.6%,i,-1%,-1%,2%,2.3e-07M*
O=C(CSCc1ccccc1)N1CCN(c2ccc(F)cc2)CC1,.,-24%[7.6 µM],-19%,.,-4%[11 µM],-1.3%[0.0738 µM],.,-2%,-2%,2%[9.17 µM],.
Cn1c(=O)oc2cc(S(=O)(=O)N3CCC(C(=O)NCC4COc5ccccc5O4)CC3)ccc21 (stereo unspecified),.,-2%,-16%,.,-1%[2.3 µM],0.7%,.,.,5%,-3%,.
Cc1ccc(S(=O)(=O)N2CCC(C(=O)Nc3nnc(C4CCCC4)s3)CC2)cc1,i,-3%,18%,i,4%,.,1.2e-08M*,-1%,0%,-1%,i
N#CCCn1c(=O)c(-c2ccc(Cl)cc2)nc2cnc(Oc3ccccc3)nc21,i,?,-3%,i,0%,-0.9%,i,0%[9.22 µM],3%[11.4 µM],3%,i
Cc1ccc2nc(NCCCNC(=O)c3cnccn3)c(C#N)cc2c1,i,?,-4%,1.6e-07M*,-1%,4.2%,i,-1%,0%,3%,2.2e-07M*
O=C(NC1CCCC1)C(c1cccs1)N(Cc1ccco1)C(=O)c1csnn1 (stereo unspecified),i,-17%,-5%,i,-12%,.,i,2%,0%,1%,i
O=C1CCCC2=C1C(c1c(Cl)nc3sccn13)C1=C(CCCC1=O)N2,i,-4%,-40%,?,-1%,0.5%[57.5 µM],?,2%,-7%,-1%,?
CCN(CC)C(=O)C1CC(=O)OC1(C)C (stereo unspecified),i,-2%,-9%,i,-2%,.,i,-3%,5%,-6%,i
Cc1oc(-c2ccc(Cl)cc2)nc1CN1CCCC(C(=O)NCCCN2CCOCC2)C1 (stereo unspecified),i,-6%,15%,i,-1%,0.7%,i,1%,2%,-1%,i
CCOC(=O)c1ccc(NC(=O)Cn2nnc(-c3ccc(C)cc3)n2)cc1,i,-8%,-16%,?,-2%,-0.4%,i,0%,2%,3%,?
Cc1nc(Nc2nc3ccccc3o2)nc2c1CCC2,.,7%,-7%,.,0%,-1.4%,.,0%,7.9µM*,-5%,.
CCCCN(CC)CCCNC(=O)Cn1nc(Cc2ccncc2)c2ccccc2c1=O,i,-11%,13%,i,2%,1.3%,i,0%,-2%,-10%,i
c1ccc(C(c2ccccc2)N2CCCC3(CCNCC3)C2)cc1,i,5%,7%,i,-4%,0.4%,?,0%[9.22 µM],1%[11.4 µM],-6%,i
COc1ccc(C(=O)CSc2n[nH]c(-c3ccco3)n2)cc1,.,?,-21%,.,-4%[11 µM],-1.9%[0.0738 µM],.,4%,-2%,-9%[9.17 µM],.
O=C(NCCN1CCCCC1)c1cc2ccccc2[nH]1,i,-10%,12%,i,-3%,9.8%,i,3%,2%,-7%,?
CCCN1C(=O)c2ccc(C(=O)Nc3nccs3)cc2C1=O,?,20%,-17%,i,-9%,0.5%,i,0%,13µM*,3%,i
COC(=O)c1ccccc1N=C(SC)N(C)C,i,19%,-10%,i,-1%,-6.5%[0.369 µM],i,3%,2%,-5%,?
